Tb PYK inh: qHTS of Trypanosoma Brucei Inhibitors; pyruvate kinase (Trypanosoma brucei), Q57TT1; TbPYK enzyme, Kinase-Glo Plus ATP luminescence, 45 min; Potency, µM (series often up to 76.8 µM), without a hit: top-dose activity, negative = inhibition, most hits filed as inhibitors; 410,000 compounds, 0.12% hits; AID 624173, 2012; also: nearly all actives have a fitted effect of over 50% in size
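TbPYK + substrate in 50 mM TEA pH 7.2, 100 mM KCl, 10 mM MgCl2, 0.05% BSA, 0.01% Tween-20; cpd pinned; ADP 130 uM final; 45 min RT; Kinase-Glo Plus 10 min; luminescence endpoint.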
Pf growth 96h: Primary qHTS for delayed death inhibitors of the malarial parasite plastid, 96 hour incubation. P. falciparum luciferase reporter growth, 96 h. Potency, µM (doses to about 28.7 µM), inactives show top-dose activity change, negative = inhibition, most hits filed as inhibitors. 320,000 compounds, 6.9% hits
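Delayed-death screen, second-generation endpoint: infected erythrocytes, 2% hematocrit, 0.05% parasitemia final; 96 hours at 37 C, 5% CO2; luciferase detection reagent; luminescence decrease equals reduced growth.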
Pf growth 48h: Primary qHTS for delayed death inhibitors of the malarial parasite plastid, 48 hour incubation | P. falciparum luciferase growth in erythrocytes, 48 h | Potency, µM (doses to about 28.7 µM), for the others: at the top dose activity change, negative = inhibition, most hits filed as inhibitors | 310,000 compounds, 5.9% hits
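Parasite viability was followed by luminescence of a genomically integrated firefly luciferase. Cultures held 0.1% parasitemia at 2% hematocrit (final), incubated under 5% CO2 at 37 C.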
HCV inh: qHTS Assay for Inhibitors of Hepatitis C Virus (HCV) | Potency, µM (titrated, usually from 41.8 µM), for the others: at the top dose activity change, negative = inhibition, usual class: inhibitors | AID 651820, 2012 | 340,000 compounds, 3.4% hits | Huh7.5.1 HCVcc-Cre infection, luciferase reporter, 44 h
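Whole-lifecycle infectious HCVcc-Cre system; cells 1,000/well, compound then virus (~0.5 moi) added 4 h after plating, 44 h culture. Luciferase read 15 sec following 15 min substrate incubation, room temp.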
Sm TGR inh: qHTS Assay for the Inhibitors of Schistosoma Mansoni Peroxiredoxins; Schistosoma mansoni thioredoxin glutathione reductase (TGR), Q962Y6; AID 485364, 2010; 360,000 compounds, 3% hits; Potency, µM (titrated, usually from 114 µM), inactives show top-dose activity change, negative = inhibition, usual class: inhibitors; purified TGR, DTNB reduction, TNB absorbance 405 nm; also: nearly all actives have a fitted effect of over 60% in size
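TGR 20 nM + NADPH 100 uM (dispensed conc.), cpd preinc 15 min RT; start with NADPH (500 uM addition) then DTNB (15 mM addition). Kinetic TNB absorbance, 405 nm filter. Four-parameter Hill fit across titration.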
LmPK inhibitor: qHTS Assay for Inhibitors of Leishmania Mexicana Pyruvate Kinase (LmPK); Potency, µM (titrated, usually from 57.5 µM), for inactives: top-dose activity change, negative = inhibition, most hits filed as inhibitors; purified LmPK, Kinase-Glo ATP luminescence, 1 h; 290,000 compounds, 0.37% hits
Target sequence (Q27686 whole entry, looked up): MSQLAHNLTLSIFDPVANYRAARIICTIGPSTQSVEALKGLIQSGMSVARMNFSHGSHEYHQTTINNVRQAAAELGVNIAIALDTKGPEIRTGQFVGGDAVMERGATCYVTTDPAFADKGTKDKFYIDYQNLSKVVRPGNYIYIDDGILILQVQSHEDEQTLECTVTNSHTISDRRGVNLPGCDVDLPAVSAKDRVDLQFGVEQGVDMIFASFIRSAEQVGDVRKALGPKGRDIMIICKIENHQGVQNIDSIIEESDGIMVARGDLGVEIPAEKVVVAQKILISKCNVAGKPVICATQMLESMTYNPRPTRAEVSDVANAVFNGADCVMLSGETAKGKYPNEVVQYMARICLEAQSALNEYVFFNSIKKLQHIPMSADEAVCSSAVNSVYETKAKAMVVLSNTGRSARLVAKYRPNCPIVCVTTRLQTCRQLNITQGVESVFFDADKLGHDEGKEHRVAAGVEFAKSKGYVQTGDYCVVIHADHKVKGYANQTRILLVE
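Purified LmPK (0.1 nM) with 0.5 mM PEP and 0.1 mM ADP in imidazole buffer pH 7.2 with MgCl2/KCl, 1 h at room temperature. ATP formed was read by luciferase luminescence and normalized to no-enzyme and uninhibited controls.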
* marks the source's active call; other numbers are inactive results; ? = inconclusive; . = not tested or not shown; & = joins results of further samples; [ ] = remark or other dose. Calls follow the shape of the dose curve; as a rule, active = well fitted curve in the direction sought with a large enough effect; inconclusive = small, poorly fitted or top-dose-only effect, or another doubt; inactive = no such curve, though single readings can be large; an effect the other way counts as inactive or inconclusive. % is scaled to controls: 0 for no effect and ±100 for the full control effect; potency is read from the fitted curve at half-maximal effect.

cpd | molecule | Sm TGR inh | LmPK inhibitor | Pf growth 48h | Tb PYK inh | Pf growth 96h | HCV inh
1 | CCc1nnc(NC(=O)CSc2nc3[nH]ncc3c(=O)[nH]2)s1 | 5% | 13% | 12% | -1% | 29% | 9%
2 | Cc1ccc(-c2nnc(SCC(=O)NNC(=O)COc3cccc(C)c3)n2C)cc1 | 2% | -5% | 9% | 1% | -2% | .
3 | NC(=O)c1sc2nc3c(c(-c4ccccc4)c2c1N)CCC3 | 2% | 2% | ? | -4% | -25% | ?
4 | Cc1ccc2c(c1)C(c1ccncc1)=NNC(c1ccccc1)=N2 | 17% | -17% | -19% | 0% | ? | 2%
5 | Cc1nnc(SCC(=O)NNC(=O)COc2ccc(Cl)cc2)n1C | 0% | -12% | 12% | -2% | -29% | 10%
6 | CC(C)C1NC(=S)N(Cc2ccccc2)C1=O (configuration not stated) | 17% | 0% | 6% | -8% | 39%[activator] | 13%
7 | Cc1nc2sccn2c(=O)c1S(=O)(=O)N1CCN(c2ccc(F)cc2)CC1 | -2%&6% | -12% | 7% | -4%&3% | ? | -6%
8 | CCCCSc1nnc(-c2ccc(NC(=O)CC)cc2)n1C | 11% | 7% | . | -9% | ? | -1%
9 | COc1ccc(S(=O)(=O)Cc2ccc(C(=O)NCCCN3CCc4ccccc4C3)o2)cc1 | 45µM* | -5% | . | -8% | ? | -15%
10 | C[C@]12C=CC(=O)C=C1CC[C@@H]1[C@@H]2[C@@H](O)C[C@@]2(C)[C@H]1CC[C@]2(O)C(=O)COC(=O)CCC(=O)O | -12% | 6% | ? | -7% | ? | 5%[8.37 µM]
11 | Cc1nnc(SCC(=O)N(C)CC(=O)Nc2ccc(F)cc2)n1Cc1ccccc1 | 1% | 1% | 9.3µM* | -1% | -30% | -3%
12 | O=C(CCn1c(=O)sc2ccccc21)NCCC1=CCCCC1 | 0% | 0% | -8% | 1% | 20% | -9%&4%
13 | Cc1c(Cl)ccc2sc(NC(=O)CN3C(=O)c4ccccc4C3=O)nc12 | -3% | 0% | 32%[activator] | -7% | 5% | 2%[8.37 µM]
14 | O=Cc1ccc(Oc2nc(Cl)ncc2F)cc1 | 1% | 1% | 2% | -15% | 14% | 7%
15 | CCOCCCNC(=O)C1CCCCN1S(=O)(=O)c1ccc(F)cc1 (configuration not stated) | 2% | -5% | 3% | 1% | 2% | 14%
16 | CC1(C)N=C(/C=N/O)CN1O | -2% | 0% | 11% | 6% | 8% | 15%
17 | Cc1cc(N)n(C2CCN(C)CC2)n1 | 0% | 0% | 11% | -2% | ? | 4%
18 | COc1ccc(CNS(=O)(=O)c2c(C)[nH]c(C)c2C(=O)N2CCCC2)cc1 | 1% | 1% | -2% | -1% | 10% | 1%
19 | Cn1ncc2c1ncn1nc(COc3ccc4ccccc4c3)nc21 | -10% | 0% | 28% | -2% | ? | 3%
20 | O=C(NCc1ccc(F)cc1)c1ccc2c(=O)n3c(nc2c1)CCCCC3 | -11% | -3% | ? | -3% | -12% | -8%
21 | Cc1ccc(-n2ncc(C(=O)NCC3CCN(C4CCCC4)C3)c2C2CCN(C(=O)OC(C)(C)C)CC2)cc1C (configuration not stated) | ? | 4% | 13µM* | -6% | 2.3µM* | 11%
22 | O=[N+]([O-])c1cc(-c2nnc(-c3ccccc3)o2)ccc1Oc1ccc(Cl)cc1 | -2% | -5% | 93%[activator] | -1% | 57%[activator] | 10%
23 | Cn1c2c(c(=O)n(C)c1=O)C(NC(=O)C(C)(C)C)(C(F)(F)F)C(=O)N2 (configuration not stated) | 5% | 2% | . | -5% | 16% | 11%
24 | O=Cc1sc(=O)n(Cc2cccc(C(=O)O)c2)c1Cl | 3% | 1% | -6% | -14% | -2% | 17%
25 | Cn1c(OCc2ccco2)nc2c1c(=O)n(Cc1ccc(Cl)c(Cl)c1)c(=O)n2C | 22µM* | 6% | -26% | -7% | -17% | 2%
26 | CCc1ccc(NC(=O)/C(C#N)=C/c2ccncc2)cc1 | 2% | 0% | 18% | 9% | -23% | 26%
27 | Cc1cc2nc(-c3ccc[nH]c3=O)n(Cc3ccccc3F)c2cc1C | 31% | 6% | 13% | 2% | 50%[activator] | 17%
28 | Cc1ccc(NC(=O)C(OC(=O)c2cnc(C)cn2)c2ccccc2)c([N+](=O)[O-])c1 (configuration not stated) | 6% | -4% | 3% | -6% | 18% | 5%
29 | Clc1ccc(N2CCN(Cc3ccccc3Cl)CC2)cc1 | -4% | -13% | . | 32% | -1% | 15%
30 | COc1ccc(NC(=O)C(c2ccc(C)cc2)N(C)C(=O)CC2NC(=O)NC2=O)cc1 (configuration not stated) | -13% | -2% | -8% | 22% | ? | 6%
31 | Cc1ccc(N=Nc2ccc(O)c3ncccc23)cc1 | 1% | -3% | 0.47µM* | -13% | ? | ?
32 | O=C1NC(NS(=O)(=O)c2ccccc2)(C(F)(F)F)C(=O)N1c1ccc(F)cc1 (configuration not stated) | 5%&2% | 1% | 3% | -3%&-5% | 0% | 20%
33 | CC1CCN(S(=O)(=O)c2nnc(NC(=O)COc3ccccc3F)s2)CC1 | 8% | 0% | 9% | 5% | -15% | 16%
34 | CCN(CC)S(=O)(=O)c1cccc(C(=O)Nc2cc(C)on2)c1 | -6% | 0% | ? | -7% | ? | -15%
35 | COc1ccc(Cl)cc1S(=O)(=O)N1CCN(c2ccc(F)cc2)CC1 | -17% | 2% | -14% | 0% | ? | -3%
36 | Cc1c(NC(=O)CCC(=O)N2CCOCC2)c(=O)n(-c2ccccc2)n1C | -13% | -5% | 16% | -4% | -1% | 14%
37 | O=C(/C=C/c1ccccn1)c1cc(Br)ccc1O | ? | -4% | ? | -6% | -103% | ?
38 | Nc1c(-c2ccc3c(c2)OCCO3)oc2ccccc2c1=O | -9% | 2% | 193%[activator] | 0% | 151%[activator] | -22%
39 | CC1CCCC(C)N1S(=O)(=O)c1ccc(NC(=O)CNC2CCCC2)cc1 (configuration not stated) | -1% | -2% | -14% | 1% | 4% | -12%
40 | CCCCC(c1nnnn1CCOC)N1CCN(Cc2ccccc2)CC1 (configuration not stated) | ? | 5% | ? | 6% | 13% | 2%
41 | CC(OC(=O)C12CCC(=O)N1c1ccccc1S2)C(=O)Nc1cccc(Cl)c1 (configuration not stated) | -2% | . | ? | -1% | -7% | 6%
42 | COc1ccc(CCCc2nnc(SCC(=O)Nc3ccccc3F)o2)cc1 | 4% | 0% | -7% | -2% | -15% | 1%
43 | CC(=O)N(Cc1ccccc1)c1ncc2c(n1)c(=O)c(C#N)c1ccccn12 | 45µM* | 1% | ? | 3% | . | 3%
44 | CC(=O)c1cnc(N2CCCCC2)nc1C | 12% | -9% | 9% | . | . | 1%
45 | CC(C)(C)n1ncc2c(=O)n(CC(=O)NCCc3ccccc3)cnc21 | -7% | -4% | 35% | -1% | 96%[activator] | -5%

5 structures out of the list, sorted by formula weight, falling:
cpd | molecule | Sm TGR inh | LmPK inhibitor | Pf growth 48h | Tb PYK inh | Pf growth 96h | HCV inh
18 | COc1ccc(CNS(=O)(=O)c2c(C)[nH]c(C)c2C(=O)N2CCCC2)cc1 | 1% | 1% | -2% | -1% | 10% | 1%
40 | CCCCC(c1nnnn1CCOC)N1CCN(Cc2ccccc2)CC1 (configuration not stated) | ? | 5% | ? | 6% | 13% | 2%
34 | CCN(CC)S(=O)(=O)c1cccc(C(=O)Nc2cc(C)on2)c1 | -6% | 0% | ? | -7% | ? | -15%
19 | Cn1ncc2c1ncn1nc(COc3ccc4ccccc4c3)nc21 | -10% | 0% | 28% | -2% | ? | 3%
29 | Clc1ccc(N2CCN(Cc3ccccc3Cl)CC2)cc1 | -4% | -13% | . | 32% | -1% | 15%

The list goes on.
cpd | molecule | Sm TGR inh | LmPK inhibitor | Pf growth 48h | Tb PYK inh | Pf growth 96h | HCV inh
46 | CN(C)Cc1nnnn1-c1cccc(-n2nnnc2CN(C)C)c1 | 4% | -2% | 24% | 2% | 36% | 3%
47 | CC1CCN(C(c2cccs2)c2nnnn2Cc2ccccc2)CC1 (configuration not stated) | 11% | 13% | . | -17% | 2.6µM* | -13%
48 | CC(=O)Nc1ccc(S(=O)(=O)NCc2cn3ccsc3n2)cc1 | -1% | -1% | 12% | -6% | 114%[activator] | 11%
49 | Cc1ccccc1Cn1cc(NC(=O)COc2ccccc2)cn1 | -2% | 0% | -7% | -7% | -22% | ?
50 | Cc1ccc(S(=O)(=O)N2CCOCC2)cc1NC(=O)CSc1nnnn1C1CCCC1 | -3% | . | 6% | -8% | -21% | -16%
51 | Cc1nn(CC(=O)NCc2ccco2)c(C)c1[N+](=O)[O-] | 8% | 4% | -6% | 1% | 19% | 4%
52 | Cc1cc(OCCSc2nnc(-c3cccs3)n2C)ccc1Cl | -8% | -1% | ? | 4% | -5% | ?
53 | O=C(Cn1nc(-c2ccccc2)c2ccccc2c1=O)Nc1cccc(O)c1 | -2% | -4% | 20% | 9% | 322%[activator] | -18%
54 | Nc1cc(-c2cccc(Br)c2)nn1Cc1ccccc1 | -1% | 5% | 35%[activator] | 4% | 15% | ?
55 | c1ccc(COc2ccc(OCCn3cncn3)cc2)cc1 | 2% | -12% | 189%[activator] | 3% | . | 1%
56 | COC(=O)CNC(=O)c1cn(CC(C)C)c(=O)c2cc(OC)c(OC)cc12 | 0% | -8% | 0% | 12% | 179%[activator] | 13%
57 | Cc1cc([N+](=O)[O-])nn1CC(=O)Nc1cc(F)ccc1F | -11% | 1% | 22% | -9% | -28% | 18%
58 | Cc1cccc(NS(=O)(=O)c2cc3c(cc2C)NC(=O)CO3)c1 | -20% | 1% | -1% | 2% | -10% | 0%
59 | CC1CCC(C(=O)NC(C(=O)N2CCc3ccccc3C2)C(C)C)CC1 (configuration not stated) | -2% | 15% | . | 6% | ? | ?
60 | Cc1ccc(CNC(=O)CC(C)S(=O)(=O)c2ccc3c(c2)NC(=O)C(C)S3)cc1 (configuration not stated) | -4% | 3% | ? | -8% | ? | ?

Down the list, as entered above:
Entries 56–60 in Sm TGR inh: 0%, -11%, -20%, -2%, -4%

Further records
cpd | molecule | Sm TGR inh | LmPK inhibitor | Pf growth 48h | Tb PYK inh | Pf growth 96h | HCV inh
61 | COc1c(Br)cc(Br)cc1C(=O)Nc1ccccc1N1CCCC1 | -8% | 3% | ? | -3% | -22% | -22%
62 | CC(C)Nc1nnc(SC(C)C(=O)N(C)C2CCCCC2)s1 (configuration not stated) | 2% | . | 2% | -4% | -6% | ?
63 | Cc1ccc(S(=O)(=O)N2CCN(C(=O)Cn3c(=O)oc4ccccc43)CC2)c(C)c1 | -2% | . | -30% | -7% | ? | ?
64 | COc1ccc(C)cc1NC(=O)CN(c1ccccc1F)S(C)(=O)=O | 2% | 1% | 29% | 0% | 54%[activator] | 16%
65 | COC(=O)c1ccccc1NC(=O)Nc1cccnc1 | 0% | -15% | 27% | 4% | 21% | 5%
66 | Cc1nc2cc(C(=O)N3CCC4(CC3)OCCO4)ccc2n1-c1ccc(Br)cc1 | 7% | -2% | -14% | -8% | 23% | 4%
67 | CSc1nsc(SC)c1NC(=O)OCc1ccccc1 | 8% | 0% | 6% | -14% | ? | -15%
68 | CSc1nc(C)c(Cc2ccccc2)c(=O)[nH]1 | . | 3% | 11% | -16% | 36% | -11%
69 | CCN1CCN(c2cc(C)c3cc(NC(=S)N4CCN(c5ccccc5)CC4)ccc3n2)CC1 | -6% | 9% | ? | -2% | -19% | ?

Source: PubChem BioAssay (National Center for Advancing Translational Sciences (NCATS))

Rows were taken by chance (roughly 16% active in at least one column).
